# SSB-PriA inh – inhibitors of Klebsiella pneumoniae PriA binding to SSB C-terminal tail, primary screen, biochemical, AlphaScreen; 430,000 tested, 0.6% active; AlphaScreen SSBct-PriA binding, biotinylated peptide; AID 1272365, 2023; inhibition, % at 33 µM; in the data active means inhibition mostly above about 37%, no sharp cut-off; inactive means mostly below about 20%;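 further: plate controls were negative control peptide for no effect and reference peptide for full effect; strong numbers were not always called active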
# An asterisk follows results filed as active; & = joins results of further samples. Not all compounds are listed; the hit share may differ from the screen's.
SMILES,SSB-PriA inh
CS(=O)(=O)N1CCCCC1C(=O)Nc1ccccc1-c1nc2ccccc2s1 (configuration not stated),-6.0
CN(C)c1ccc(C=NOC(=O)Nc2ccccc2Cl)cc1,2.5
CC(/C=C/c1ccccc1F)=NNC(=O)c1ccccc1,-0.7
COc1ccc(N2CCCS2(=O)=O)cc1NC(=O)C(=O)NCC1(c2cccs2)CCOCC1,7.0
NS(=O)(=O)c1ccc(NN=C/C=C/c2ccccc2[N+](=O)[O-])cc1,47.8*
Cc1ccc(-n2ncc3c(=O)[nH]c(-n4nc(C)cc4NC(=O)COc4ccccc4C)nc32)cc1,3.0
COCCN1CCC(NC(=O)c2cc(Cl)ccc2OC)CC1,-22.0
Cn1cc(CO)cn1,-12.0
CNC(=O)c1c(NC(=O)c2ccccc2[N+](=O)[O-])sc(C)c1C,16.0
O=C(Nc1nnc(-c2ccc3c(c2)OCCO3)o1)c1cccc(NS(=O)(=O)c2ccc(F)cc2)c1,32.0*
Cc1ccc(Cc2cnc(NC(=O)c3cc4ccccc4c(=O)s3)s2)cc1,4.0
Cc1ccc(C(CNC(=O)C(=O)Nc2cccc(Cl)c2C)N2CCOCC2)cc1 (configuration not stated),-15.0
O=C(Nc1ccc(CN2CCN(c3ccccn3)CC2)cc1)Nc1cccs1,33.0
CCOc1cccc2sc(N3CCNCC3)nc12,-6.0
O=C(NCCCS(=O)(=O)N1CCN(c2ccccn2)CC1)c1cccc(F)c1,-18.0
COc1ccccc1CNC(=O)CSc1ccc(NC(=O)c2ccccc2)nn1,-20.0
Cc1nc(-c2ccccc2Cl)sc1CNC(=O)c1cc(-c2cccs2)on1,18.0
COc1cc(OC)cc(C(=O)Nc2nc(CC(=O)N3c4ccccc4C[C@@H]3C)cs2)c1,-8.0
CCOC(=O)CCC(=O)NCc1nnnn1-c1ccc(Cl)cc1,5.0
O=C(CSCc1ccccc1)NCC#CCOc1ccc2c(c1)OCO2,6.0
COc1ccc(Cl)cc1C(=O)NCc1nn(C)c(=O)c2ccccc12,-14.0
NC(=O)c1oc2ccccc2c1NC(=O)c1ccc(S(=O)(=O)N2CCc3ccccc32)cc1,-13.0
COc1c2ccc(C(=O)NCCCc3cnc4cc(C)nn4c3)cc2nn1C,2.0
O=C1CCC(=O)N1c1ccc(S(=O)(=O)NCc2ccco2)cc1,-2.0
COc1ccc(CCC(=O)NCC2CCN(C(=O)c3cccnc3SC)CC2)cc1,-8.0
O=C(c1ccc(CSc2nc(-c3ccc(Cl)cc3)cs2)o1)N1CCOCC1,-10.0
COc1ccc(C=NNC(=O)c2c(Br)cnn2C)c2ccccc12,-1.7
CCOC(=O)c1c(C)oc2c1c(C=Nc1ccc(OCC)cc1)c(O)c1ccccc12,1.0
COc1ccc(S(=O)(=O)NCCN2CCO[C@H](c3ccccc3)C2)cc1F,-5.0
Cc1ccc(OC2CCN(C(=O)CN3CCN(c4ccccc4F)C3=O)C2)nn1 (configuration not stated),5.0

# Exported tab-delimited: 4 of the compounds above.
Compound	SSB-PriA inh
CCOC(=O)c1c(C)oc2c1c(C=Nc1ccc(OCC)cc1)c(O)c1ccccc12	1.0
COc1ccc(CCC(=O)NCC2CCN(C(=O)c3cccnc3SC)CC2)cc1	-8.0
COc1ccc(Cl)cc1C(=O)NCc1nn(C)c(=O)c2ccccc12	-14.0
COc1ccc(C=NNC(=O)c2c(Br)cnn2C)c2ccccc12	-1.7

# Later entries:
SMILES,SSB-PriA inh
COc1cccc(C=Nn2c(-c3ccco3)nc3ccccc3c2=O)c1OC,1.3
CCS(=O)(=O)N1CCCc2ccc(N)cc21,12.0
O=C1CCc2cc(NS(=O)(=O)Cc3ccc(F)cc3)ccc2N1Cc1ccccc1,1.0
CC(=NNC(=O)CCC(=O)Nc1ccc(C)c(C)c1)C1CC1,4.8
CCN(CC)c1ccc2cc(-c3nnc(NCc4ccc5c(c4)OCO5)s3)c(=O)oc2c1,-18.0
COc1ccc(/C=C2\SC(=S)N(CC(=O)NC3=NCCS3)C2=O)cc1OC,10.0
CCN1C(=O)C(C)(C)COc2ccc(NC(=O)c3ccccc3Br)cc21,16.0
CC(=O)N1CCc2c(sc(NC(=O)C3CCCN(S(C)(=O)=O)C3)c2C(N)=O)C1 (configuration not stated),1.0
CCOC(=O)Nc1nc(CC(=O)Nc2ccc(S(N)(=O)=O)cc2)cs1,-2.0
O=C(Nc1ccc(Cl)c(C(F)(F)F)c1)C(N=Nc1cccnc1)=C(O)c1ccccc1,-5.0
O=C(NCCCn1nc(-c2ccc(F)cc2)ccc1=O)c1ccc2c(c1)OCO2,0.0
O=C(NN=C1CC(c2ccccc2)Oc2ccccc21)c1cccnc1 (configuration not stated),-5.3
CS(=O)(=O)c1ccc(-c2nnc(NC(=O)CCS(=O)(=O)c3ccc(Cl)cc3)o2)cc1,4.0
COc1ccc(CC(=O)NN=Cc2ccc(C)s2)cc1,-7.3
COc1cccc2cc(C(=O)Nc3nc4c(s3)CCCC4)c(=O)oc12,-9.0
O=S(=O)(NCc1ccccc1-c1ccsc1)C1CCCCC1,-7.0
O=C1CC(c2ccc(Br)cc2)CC(=O)N1Cc1ccccc1,-14.0
O=C(c1noc2c1CCCC2)N1CCSC(c2ccccc2)CC1 (configuration not stated),-6.0
O=S(=O)(C1CCCCC1)C1CN(S(=O)(=O)CCOc2ccccc2)C1,7.0
CCSc1ccccc1C(=O)Nc1nnc(-c2cc(C)n(C)n2)o1,8.0
COc1cc(COCC2CCN(Cc3cccnc3)CC2)cc(OC)c1,-10.0
O=C(Cn1ccc2ccccc21)N1CC(n2cc(-c3ccccc3)nn2)C1,-10.0
O=C(NC1CC(O)C(CO)C1)c1ccccc1C(F)(F)F (configuration not stated),-8.0
O=C(CCN1C(=O)c2ccccc2C1=O)CN1CCC(Cn2c(C(F)(F)F)nc3ccccc32)CC1,-6.0
CN(C)c1nc(N2CCCC2)ncc1NC(=O)c1cccc(F)c1,-5.0
Cc1cccc(OCc2ccc(C(=O)Nc3nccs3)o2)c1,-8.0
O=S(=O)(NCC(c1ccco1)N1CCN(c2ccccc2F)CC1)c1cccs1 (configuration not stated),2.0
Cc1cccc(CN2CCc3c(O)cccc3C2=O)c1,-5.0
Cc1cc(-n2nnc(C(=O)NCc3cccs3)c2C)ccc1F,-15.0
O=C(CSc1ccc(NC(=O)c2ccccc2F)nn1)Nc1ccc2c(c1)OCCO2,2.0

# Part of the list above, as tab-separated lines:
Molecule	SSB-PriA inh
O=C(NC1CC(O)C(CO)C1)c1ccccc1C(F)(F)F (configuration not stated)	-8.0
O=C(CCN1C(=O)c2ccccc2C1=O)CN1CCC(Cn2c(C(F)(F)F)nc3ccccc32)CC1	-6.0
CN(C)c1nc(N2CCCC2)ncc1NC(=O)c1cccc(F)c1	-5.0
Cc1cccc(OCc2ccc(C(=O)Nc3nccs3)o2)c1	-8.0

# (more compounds)
SMILES,SSB-PriA inh
COc1ccc(CCNC(=O)CC2CSc3nc(C)cc(=O)n32)cc1OC (configuration not stated),-11.0
O=C(c1cc(-c2ccc(F)cc2)c[nH]1)N1CCc2nc3ccccn3c(=O)c2C1,0.0
COC(=O)c1sccc1S(=O)(=O)N1CCC(n2c(=O)[nH]c3ccccc3c2=O)CC1,-14.0
CC1(C)C(c2ccc(Cl)cc2)=[N+]([O-])C2(CCCCC2=NO)N1O (configuration not stated),-6.6
COc1ccc(CNC(=O)NCCc2cc(C)no2)cc1,11.0
O=C(Cc1csc(NC(=O)c2ccc(=O)[nH]c2)n1)NCc1ccccn1,-20.0
NS(=O)(=O)c1ccc(NC(=O)CSc2ccc(F)cc2)cc1,-8.0
COc1cc(C(=O)Nc2ccc(S(N)(=O)=O)cc2)cc(OC)c1OC,-3.0
O=C(NCCN1CCn2cc(OCc3ccccc3)c(=O)cc2C1=O)c1cccs1,-16.0
O=C(Nc1ccc(F)cc1)OC1CCCC(NC(=O)c2cc(-c3ccccc3)on2)C1 (configuration not stated),-4.0
CN1CCC[C@H](C(=O)NCC#CCN2CCc3ccccc3C2)C1,-20.0
CCOc1ccccc1NC(=O)c1oc2c(OC)cccc2c1N,-12.0
O=C(NCc1nnc(SCc2ccc(Br)cc2)n1-c1ccc(F)cc1)c1ccco1,-19.0&-13.0
Cc1ccc(N(C)S(=O)(=O)c2ccsc2C(=O)Nc2ccc(OC(F)(F)F)cc2)cc1,-9.0
COc1cccc2cc(C(=O)Nc3cnn(CC4COc5ccccc5O4)c3)oc12 (configuration not stated),3.0
O=C(N[C@H](c1cccnc1)C1CCOCC1)c1ccc(F)cc1Cl,-10.0
COc1cccc(NC(=O)NCCCn2nc(-c3ccco3)ccc2=O)c1,5.0
CC(=O)Nc1ccc(NC(=O)CCc2csc(NC(=O)c3ccc[nH]c3=O)n2)cc1,-3.0
O=C(CCCn1c(=S)[nH]c2cc3c(cc2c1=O)OCO3)NCc1cccnc1,-15.0
Cc1nccn1-c1ccc(=O)n(CCNC(=O)c2ccncc2)n1,-6.0
COc1ccc(Cl)c2sc(N(CC3CCCO3)C(=O)C3CCCC3)nc12 (configuration not stated),-36.0
O=C(NCCc1ccccc1)NCCn1ccnc1C1CC1,6.0
CCN1CCOc2ccc(NC(=O)c3cccc(Cl)c3)cc2C1=O,-9.0
FC(F)(F)c1cccc(CN2CCC(c3nnc(-c4ccsc4)o3)CC2)c1,2.0
CCN(C(=O)c1cccc(Cl)c1)C1C2CC3CC(C2)CC1C3 (configuration not stated),12.0
COc1ccc(C)cc1S(=O)(=O)N1CCC(Oc2cncc(N(C)C)n2)C1 (configuration not stated),14.0
Cc1nnsc1C(=O)NCC1CCN(c2nc3ccccc3o2)CC1,-4.0
O=C(CCc1ccccc1Br)NCc1cncc(-c2cccs2)c1,-10.0
CN1CCN(S(=O)(=O)c2cc([N+](=O)[O-])ccc2NN=Cc2ccc(Cl)cc2)CC1,-2.0
Cn1nccc1C(=O)Nc1nc2c(s1)CCC2,-5.0

# Some of the entries so far, as labelled records:
Cc1nnsc1C(=O)NCC1CCN(c2nc3ccccc3o2)CC1
  SSB-PriA inh = -4.0
O=C(CCc1ccccc1Br)NCc1cncc(-c2cccs2)c1
  SSB-PriA inh = -10.0

# (list continues)
SMILES,SSB-PriA inh
O=C(Nc1ccc2c(c1)N(C(=O)C1CCCC1)CC2)c1ccc(F)cc1,-14.0
COc1ccccc1CCNC(=O)N[C@H]1CC(=O)N(c2cccc(F)c2)C1,-3.0
O=C(Cc1c(F)cccc1Cl)N(CCc1cccs1)C1CC1,-8.0
O=C(c1ccccc1Cl)N1CCc2nc3ccccn3c(=O)c2C1,-12.0
COc1ccc(N2C[C@@H](NC(=O)NCCOCCO)CC2=O)cc1,-7.0
COc1ccc(C=Nn2cnnc2)cc1COc1ccccn1,-7.7
O=C1OC2(CCCN(C(=O)c3nc4ccccc4s3)C2)c2ccccc21 (configuration not stated),4.0
O=C(Cc1ccsc1)N(CCc1cccs1)C1CC1,-23.0
Cc1ccc2c(c1)N(C)C(=O)c1cc(NS(=O)(=O)c3ccc4c(c3)OCCO4)ccc1O2,-20.0
CCCCSC1=NC(=O)CC(=O)N1,1.0
COc1ccc(OC)c(S(=O)(=O)N(Cc2ccccc2)Cc2ccccc2)c1,-41.0
COCCn1cc(NC(=O)Nc2cccc(C)n2)c2ccccc21,-8.0&3.0
O=C(Nc1cc(Cl)ccc1Cl)c1cc2c(cc1Br)OCCO2,-17.0
CC1Cc2cc(C(O)=C3C(=O)C(=O)N(CC4CCCO4)C3c3ccco3)ccc2O1 (configuration not stated),-6.2
COc1ccc(C2SCCN2S(=O)(=O)c2ccc(Br)s2)cc1 (configuration not stated),-25.0
Cc1ccc(-n2c(N)c(C(=O)NCc3ccc4c(c3)OCO4)sc2=S)cc1,33.0
CN(C)C(CNC(=O)C(=O)NC1CCCCC1)c1ccco1 (configuration not stated),0.0
O=C(NCc1cncc(-c2ccsc2)c1)c1cc2ccccc2[nH]1,1.0
O=C(NCCOc1ccccc1)c1cc(Cl)ccc1[N+](=O)[O-],4.0
O=C1C2CCCCC2C(=O)N1c1ccc(S(=O)(=O)N2CCOCC2)cc1 (configuration not stated),2.0
COc1ccc(Cc2nc3ccccc3n2Cc2ccccc2F)cc1OC,1.0
COc1ccc(CCC(=O)NCc2ccccc2-c2ccsc2)cc1Br,-7.0
CC(=O)Nc1cnc(-n2ccnc2)nc1,-7.0
NC(=O)C1CCN(C(=O)c2ccc(=O)n(Cc3ccc(F)cc3)n2)CC1,-12.0&-10.0
Cc1cc(C)c(C)c(S(=O)(=O)N2CCC(Cc3ccccc3)CC2)c1C,-17.0
Clc1nccc2cccnc12,18.4
O=C(CSc1nnc2ccccn12)Nc1c(Cl)cccc1Cl,-9.0
Cc1ncsc1C(=O)NCc1cncc(-c2cccs2)c1,9.0
Cc1oc(-c2ccc(OC(C)C)cc2)nc1Cn1cc(-c2nc(-c3ccccc3F)no2)ccc1=O,-17.0
CON=Cc1ccc(Oc2ccc(C)cc2)c([N+](=O)[O-])c1,2.1
O=C(Cn1nc(-c2ccco2)ccc1=O)Nc1ccccc1-c1ccc(=O)[nH]n1,-6.0
Cc1noc(C)c1CC(=O)NCc1nnc2ccc(-c3cccs3)nn12,-8.0
CC(CCc1ccccc1)NC(=O)C1COCC(=O)N1Cc1cccs1 (configuration not stated),-3.0
CCOC(=O)c1csc(NN=C2CCc3ccccc32)n1,12.1
COc1cc(OC)cc(C(=O)Nc2nnc(SCc3ccc(C(F)(F)F)cc3)s2)c1,2.0
COc1cccc(C(=O)Nc2nc(-c3ccccc3)c(C(=O)c3ccccc3)s2)c1OC,-7.0

# As entered above:
# Entry for COc1ccccc1CCNC(=O)N[C@H]1CC(=O)N(c2cccc(F)c2)C1 in SSB-PriA inh: -3.0
# Entry for O=C(N[C@H](c1cccnc1)C1CCOCC1)c1ccc(F)cc1Cl in SSB-PriA inh: -10.0
# Entry for NS(=O)(=O)c1ccc(NN=C/C=C/c2ccccc2[N+](=O)[O-])cc1 in SSB-PriA inh: 47.8*
# Entry for Cc1ncsc1C(=O)NCc1cncc(-c2cccs2)c1 in SSB-PriA inh: 9.0
# Entry for COc1cc(OC)cc(C(=O)Nc2nnc(SCc3ccc(C(F)(F)F)cc3)s2)c1 in SSB-PriA inh: 2.0
# Entry for O=C(Cn1ccc2ccccc21)N1CC(n2cc(-c3ccccc3)nn2)C1 in SSB-PriA inh: -10.0
# Entry for O=C(NCCOc1ccccc1)c1cc(Cl)ccc1[N+](=O)[O-] in SSB-PriA inh: 4.0
